TTR transcr act – TTR transcription activation, primary screen; SH-SY5Y TTR promoter Gaussia luciferase, luminescence; 100% = recombinant luciferase protein wells; activation, % at 16.7 µM; 1.3% of 92,000 active; AID 1117267;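 active means activation above the mean of all tested compounds plus 3 SD, cut at about 9.5% in these data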;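 further: cells exposed to compounds for one day before reading; 0% = median of all test compound wells on the plate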
An asterisk follows results filed as active.

TTR transcr act	molecule
0.0	COCCOC(=O)c1c(NC(=O)CN2c3ccccc3CC2C)sc(C(N)=O)c1C (stereo not drawn)
0.8	Cc1ccc(Oc2ccc(C(F)(F)F)cc2[N+](=O)[O-])c([N+](=O)[O-])n1
-1.1	Cc1cc(C)c(S(=O)(=O)NCC(=O)O)cc1C
0.4	CCOC(=O)C1CCN(C(=O)C(C)(C)NC(=O)Nc2ccc(F)c(F)c2)CC1
-2.1	Fc1cccc(Nc2cc(-n3cccn3)ncn2)c1
0.7	CC(=O)NC(Cc1ccccc1)C(=O)NC1CCN(C(=O)c2cnccn2)CC1 (stereo not drawn)
-0.5	O=C(Nc1ccccc1)c1ccccc1O
-3.8	O=C(c1ccco1)N1CCN(c2ncnc3c2nnn3Cc2ccccc2Cl)CC1
-0.5	O=c1[nH]c(/C(Cl)=C/c2cccc(F)c2)nc2cc(C(F)(F)F)ccc12
0.1	COc1ccc(/C(C)=N/NC(=O)CNC(=O)Cc2ccccc2)c(OC)c1
-2.2	CCCC1CCC2(CCCN2CCOC(=O)Nc2ccc(F)cc2)CC1 (stereo not drawn)
1.0	COC(=O)[C@]12C[C@H](CC(=O)N3CCN(C(=O)c4ccco4)CC3)C(=O)N(CCc3ccc(OC)c(OC)c3)C1=C[C@H](C(C)C)O[C@@H]2C1CC1
2.8	O=C(NCCCN1CCCC1=O)c1cccc(S(=O)(=O)N2CCN(c3ccc(F)cc3)CC2)c1
-3.7	COCCCNC(=O)CSc1nc2ccc(N3CCOCC3)cc2c(=O)n1CCc1ccccc1
1.3	O=S1(=O)NC(C2CC2c2ccccc2)CCO1 (stereo not drawn)

TTR transcr act	molecule
1.6	CCOc1ccc2ccccc2c1C(=O)Nc1cc(=O)n(C)c(=O)n1C
15.3*	CN(C)S(=O)(=O)c1cccc(NC(=O)COC(=O)c2cn(-c3ccccc3)nc2-c2ccccc2)c1
0.5	CCN1CCN(c2cc(C)c3cc(NC(=O)c4ccc(OC)c(OC)c4)ccc3n2)CC1
-0.1	CC1CCN(c2nc3ccc(C(=O)NCCCN4CCCCC4)cc3s2)CC1
-3.0	CCOc1ccc(N2C(=O)CC(Sc3nc(-c4cccs4)cc(C(F)(F)F)c3C#N)C2=O)cc1 (stereo not drawn)
0.5	Cc1nc(C)c(C(=O)Nc2cccc(C)c2C)o1
-0.2	COC(=O)[C@]1(Cc2ccccc2)N[C@H](CN(C)S(=O)(=O)c2ccc(-c3ccccc3)cc2)[C@@H]2C(=O)N(Cc3ccccc3)C(=O)[C@@H]21
1.0	Cc1noc(C)c1S(=O)(=O)NC(=O)C1(C)CCN1C(=O)C1(c2ccc(Cl)cc2)CC1 (stereo not drawn)
0.9	CC1(N=Cc2cc(Cl)ccc2O)COP(=O)(Nc2ccccc2)OC1 (stereo not drawn)
0.4	Clc1ccc(OCc2nc(-c3ccccn3)no2)c(Br)c1
-3.7	C[C@@H](Oc1ccccc1)c1nnn(Cc2ccccc2)c1-c1c([C@@H](C)Oc2ccccc2)nnn1Cc1ccccc1
-1.0	COc1ccc2c(c1)c(CC(=O)Nc1ccc(C)cc1)c(C)n2C(=O)c1ccc(Cl)cc1
1.6	CCN(Cc1ccccc1)Cc1cccc([N+](=O)[O-])c1
-2.8	COC(=O)c1c(-c2ccc(N(C)C)cc2)sc2ccc(OC)cc12
0.6	CCOC(=O)c1sc(NC(=O)CCN2CCCCCC2)c(C(=O)OCC)c1C

Part of the list above in order of length of the SMILES, rising:
TTR transcr act	molecule
0.5	Cc1nc(C)c(C(=O)Nc2cccc(C)c2C)o1
1.6	CCN(Cc1ccccc1)Cc1cccc([N+](=O)[O-])c1
1.6	CCOc1ccc2ccccc2c1C(=O)Nc1cc(=O)n(C)c(=O)n1C

Taken from the entries so far for reference:
TTR transcr act	molecule
15.3*	CN(C)S(=O)(=O)c1cccc(NC(=O)COC(=O)c2cn(-c3ccccc3)nc2-c2ccccc2)c1
0.5	CCN1CCN(c2cc(C)c3cc(NC(=O)c4ccc(OC)c(OC)c4)ccc3n2)CC1
-0.1	CC1CCN(c2nc3ccc(C(=O)NCCCN4CCCCC4)cc3s2)CC1
-3.0	CCOc1ccc(N2C(=O)CC(Sc3nc(-c4cccs4)cc(C(F)(F)F)c3C#N)C2=O)cc1 (stereo not drawn)
0.5	Cc1nc(C)c(C(=O)Nc2cccc(C)c2C)o1
-0.2	COC(=O)[C@]1(Cc2ccccc2)N[C@H](CN(C)S(=O)(=O)c2ccc(-c3ccccc3)cc2)[C@@H]2C(=O)N(Cc3ccccc3)C(=O)[C@@H]21
1.0	Cc1noc(C)c1S(=O)(=O)NC(=O)C1(C)CCN1C(=O)C1(c2ccc(Cl)cc2)CC1 (stereo not drawn)
0.9	CC1(N=Cc2cc(Cl)ccc2O)COP(=O)(Nc2ccccc2)OC1 (stereo not drawn)
0.4	Clc1ccc(OCc2nc(-c3ccccn3)no2)c(Br)c1
-3.7	C[C@@H](Oc1ccccc1)c1nnn(Cc2ccccc2)c1-c1c([C@@H](C)Oc2ccccc2)nnn1Cc1ccccc1
-1.0	COc1ccc2c(c1)c(CC(=O)Nc1ccc(C)cc1)c(C)n2C(=O)c1ccc(Cl)cc1
1.6	CCN(Cc1ccccc1)Cc1cccc([N+](=O)[O-])c1
-2.8	COC(=O)c1c(-c2ccc(N(C)C)cc2)sc2ccc(OC)cc12
0.6	CCOC(=O)c1sc(NC(=O)CCN2CCCCCC2)c(C(=O)OCC)c1C

(next part)
TTR transcr act	molecule
1.3	O=C(NCc1ccc(F)cc1)C(c1ccco1)N(C(=O)c1csnn1)c1ccccc1 (stereo not drawn)
-1.1	Cc1ccc(Cl)cc1NC(=S)NN
3.2	c1ccc2c(c1)cnc1ccccc12
-1.2	Cc1nc(SCc2ccccc2)c2oc3ccccc3c2n1
2.0	O=C(NCc1ccccc1)C(c1ccco1)N(C(=O)c1ccccn1)c1ccc(F)cc1 (stereo not drawn)
0.6	O=C(NC(=S)NCc1ccc(Cl)cc1)c1ccco1
8.1	COc1ccc(C(C(=O)NC2CCCC2)N(C(=O)c2ccoc2C)c2ccc(C)c(C)c2)cc1 (stereo not drawn)
0.6	CCc1nnc(NC(=O)c2sc3nc4c(cc3c2N)CCCCC4)s1
-0.7	Cc1nn(-c2ccccc2)c2sc(C(=O)N3CCOCC3)cc12
-2.0	COCCCn1c(=O)c2sccc2n(Cc2ccccc2C)c1=O
-1.9	CCNc1ccc(C(=O)NN=C2CCCC2)cc1[N+](=O)[O-]
-1.2	N#CCCN(C(=O)CSc1nc(-c2ccccc2)cn1N)c1ccc(F)cc1
0.5	CC1CCCCC1NC(=O)CN1C(=O)COc2ccccc21 (stereo not drawn)
1.9	COc1ccc2c(C)cc(SCC(=O)Nc3ccc(Cl)cn3)nc2c1
0.2	COc1ccc(OC)c(NC(=O)CSc2nc3c(c(=O)n(C)c(=O)n3C)n2C)c1

TTR transcr act	molecule
-0.3	CCC(C(=O)OC)(C(=O)OC)c1ccc([N+](=O)[O-])cc1
0.6	COCCn1nnnc1C(C(C)C)N(Cc1ccccc1)Cc1cc2cc(OC)ccc2[nH]c1=O (stereo not drawn)
-1.3	C[C@@H]1CN([C@@H](C)CO)C(=O)CCCn2nncc2CO[C@@H]1CN(C)C(=O)Nc1ccc(-c2cccs2)cc1
1.0	COC(=O)c1cccc(NC(=O)CCNC(=O)c2ccco2)c1
-0.6	CC(NC(=O)COc1cccnc1[N+](=O)[O-])c1ccc(F)cc1 (stereo not drawn)
0.0	CN(CC(=O)Nc1c(Cl)cccc1Cl)C(=O)Cn1[nH]c(=O)c2ccccc2c1=O
-2.0	CS(=O)(=O)Nc1ccc(-c2cc(/C=C3\SC(N)=NC3=O)c[nH]c2=O)cc1
-4.7	CCc1cccc(CC)c1NC(=O)c1ccccc1
-1.9	CC(=O)N[C@@H](C)CCc1ccc(Oc2ccc(OC(C)C)nc2)cc1
-0.9	Cc1ccc(C2(C)NC(=O)N(CC(=O)NCCN3C(=O)S/C(=C\c4cccnc4)C3=O)C2=O)cc1 (stereo not drawn)
0.6	O=C(c1cc(-c2ccc(Br)cc2)on1)N1CCCC1
4.8	COc1ccc(C2C(CC(=O)O)=C(Nc3ccccc3)C(=O)N2c2ccccc2)cc1 (stereo not drawn)
4.0	CCCCC(CC)COC1(c2ccccc2)OC(=O)c2ccccc21 (stereo not drawn)
4.3	Cc1cc(C)cc(NC(=O)CN2C(=O)c3ccccc3C2=O)c1
-0.3	CCC(CC)NC(=O)c1cccc(Br)c1

TTR transcr act	molecule
-1.9	CCN(CC)c1ccc(C=Nc2cc(C)ccc2C)c(O)c1
-1.6	S=c1nc2ccccc2c2nc(-c3ccccc3)[nH]n12
0.7	O=C(c1ccc2ccccc2n1)N1CCN(c2ccccc2)CC1
-1.2	COc1ccc([N+](=O)[O-])c(OC)c1C(=O)NC(=O)Nc1nc(C)nc(C)n1
-0.2	O=C(O)C1Cc2[nH]cnc2C(c2ccccc2O)N1 (stereo not drawn)
-0.6	CCOc1ccccc1CNC(c1ccccc1)c1ccccc1
-0.7	O=C(OCc1cn(Cc2cccc(F)c2)nn1)N1CCCCC1
-0.7	CC(=O)Nc1ccc(S(=O)(=O)NCCc2ccccn2)cc1
0.2	OCCCc1nc2ccccc2n1Cc1ccccc1
1.7	COc1ccc(C=C(C#N)c2ccc(OC)cc2)cc1
-2.4	CC1(c2ccc(OC(F)F)cc2)NC(=O)N(CC(=O)Nc2ccc3c(c2)OCO3)C1=O (stereo not drawn)
-0.9	COc1ccccc1-n1ccnc(SCC(=O)NCCc2ccccc2)c1=O
0.3	CN(Cc1ccccc1)C(=O)c1[nH]cnc1C(=O)Nc1nccs1
0.0	CCCc1[nH]n(-c2nc3ccccc3s2)c(=O)c1C=NCC1CCCO1 (stereo not drawn)
3.3	Cc1ccc(NC(=O)/C=C\C(=O)NCC(=O)O)cc1

TTR transcr act	molecule
0.2	CC1CCN(C(=O)CSc2nnc(-c3cccnc3)o2)CC1
4.6	Nc1ccc2nc(-c3cccs3)[nH]c2c1
-1.6	Cc1cccc(-c2n[nH]c(=S)n2/N=C/C=C/c2ccco2)c1
6.6	O=C1c2ccccc2C(=O)N1CCCCSc1nnc2c(Cl)cc(Cl)cn12
-0.2	O=C(Cn1cnc(S(=O)(=O)N2CCCC2)c1)Nc1ccccc1
-1.6	COc1cc(SC)ccc1C(=O)OC(C)C(=O)NC1CCCC1 (stereo not drawn)
-1.5	COc1cc2nc(N3CCNCC3)nc(N)c2cc1OC
-0.7	CCOC(=O)c1c(-c2cccs2)csc1NC(=O)CC(C)C
-1.2	O=C(NC(=S)N1CCN(C/C=C/c2ccccc2)CC1)c1cccnc1
1.1	COC(=O)c1cc(S(=O)(=O)NCc2cccs2)c[nH]1
-0.9	CC(C)(C)NC(=O)C(c1ccc(C#N)cc1)n1c(=O)c(-c2ccccc2)nc2ccccc21 (stereo not drawn)
-2.5	Cc1ccc(NC(=O)CN(C)C(=O)CSc2nc3ccccc3c(=O)n2Cc2ccco2)cc1
-0.6	Cc1ccc2c(c1)C(C)CC(C)(C)N2C(=O)NC1CCCCC1 (stereo not drawn)
-1.1	CCC(=O)N1N=C(c2ccc(C)cc2)CC1c1ccco1 (stereo not drawn)
-0.4	CC(=O)Nc1ccccc1C(=O)C(=O)Nc1ccc(C)c(C)c1

TTR transcr act	molecule
-3.7	CC(=O)NC1(c2nnnn2CCOC(=O)Nc2ccc(Cl)cc2)CCCCC1
-1.6	CCOC(=O)[C@@H]1[C@H]2COc3cc(OC)ccc3[C@@H]2N2C(=O)N(c3ccc(OC)cc3)C(=O)[C@@]12C
1.9	COc1ccc(C2(CNC(=O)c3ccccc3)CCCC2)cc1OC
-1.2	CCNC(=O)CC1C(=O)N(c2ccc(F)cc2)C(=O)N1CCC(C)C (stereo not drawn)
-0.4	COc1ccc(-n2c(SCC(=O)Nc3ccccc3OC)nc(O)cc2=O)cc1
-0.7	COc1ccc(CCN2CC(C(=O)Nc3ccccc3F)CC2=O)cc1OC (stereo not drawn)
0.2	C=CCN(C(=O)CNC(=O)c1cccs1)C(C(=O)NC1CCCCC1)c1cccnc1 (stereo not drawn)
4.0	CSCCC(NS(=O)(=O)c1ccc2ccccc2c1)C(=O)OCC(=O)c1ccc(C(C)C)cc1 (stereo not drawn)
-3.9	C=CCC[C@@H](Cc1ccc(F)cc1)C(=O)OC[C@H](Cc1c[nH]c2ccccc12)NC(=O)[C@@H](CC=C)CC(=O)N[C@H](CO)Cc1ccccc1
-2.3	COc1ccc(S(=O)(=O)N2CCOCC2)cc1NC(=O)CN1CCC(Cc2ccccc2)CC1
0.3	O=C(CNC(=O)c1ccncc1)N/N=C/c1ccccc1[N+](=O)[O-]
-1.8	COc1ccc(-n2c(=S)[nH]c3cc(C(=O)NCc4ccc(F)cc4)ccc3c2=O)c(OC)c1
-0.4	CC(C)(C)c1cc(NC(=O)Nc2ccc(Cl)cc2Cl)no1
0.3	CCCCCCC(=O)O
2.2	CN(CCc1ccccc1)c1ccc([N+](=O)[O-])cn1

TTR transcr act	molecule
2.8	COc1ccc(/C=C(\NC(=O)c2ccccc2)C(=O)NCc2ccco2)cc1OC
3.3	Cc1ccc(S(=O)(=O)N2CCCN(C)CC2)cc1
3.3	CC(C)(C)NC(=O)COC(=O)c1cc(Br)ccc1Cl
-1.0	Cc1cccc(NC(=S)NCc2cccs2)c1
-1.5	O=C(COC(=O)c1ccc(Cl)c(S(=O)(=O)NCc2ccccc2)c1)NCC1CCCO1 (stereo not drawn)
0.5	N#Cc1ccc(NCC(=O)Nc2ccc3c(c2)OCCO3)cc1
0.3	Cc1cc(C)nc(N(C#N)Cc2ccccc2)n1
1.1	CCCCNC(=O)COC(=O)c1ccc(F)cc1Cl
-0.8	Cc1ccccc1-c1oc(C)c(C)[n+]1[O-]
2.6	Cc1ccc(C)c(S(=O)(=O)Nc2ccc3sc(C)nc3c2)c1
-0.8	CC(=O)NC(c1cccc(F)c1)c1nc(/C=C/c2ccccc2)cs1 (stereo not drawn)
0.4	O=C(C(Cc1ccccc1)N1C(=O)C2C3CCC(C3)C2C1=O)N1CCCCC1 (stereo not drawn)
3.8	COc1ccc(OC)c(/C=N\NC(=O)c2ccc(COc3ccc(C)cc3[N+](=O)[O-])o2)c1
-0.8	N#Cc1c(-c2ccc(F)cc2)nc2n(c1=O)CCS2
-0.4	C[C@]12c3[nH]c4ccccc4c3CCN1C(=O)C(CC(=O)NCC13CC4CC(CC(C4)C1)C3)C[C@@H]2C(=O)N1CCOCC1 (stereo partly drawn)
-1.4	Cc1cc(Br)ccc1SCC(=O)OCC(O)=C(C#N)c1nc2ccccc2[nH]1

A portion of the library; count on the stated rates, not on these rows.
